# High-throughput results (PubChem BioAssay)
# TDP1 cell noCPT: qHTS for Inhibitors of human tyrosyl-DNA phosphodiesterase 1 (TDP1): qHTS in cells in absence of CPT. DT40 Tdp1-/- hTDP1 cells, no CPT, ATP luminescence, 48 h. Potency, µM (highest dose often 46.2 µM), for inactives: at the highest dose activity change, negative = growth inhibition, hits mostly inhibitors. 420,000 compounds, 15% hits. AID 686978, 2013; also: nearly all actives have a fitted effect of over 55% in size
#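 Chicken DT40 Tdp1-/- cells stably complemented with human TDP1 were seeded at 400 cells/well with DMSO in place of 20 nM camptothecin. After compound pinning, cells grew at least 48 hr at 37 °C; viability read by CellTiter-Glo luminescence.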
# TDP1 block: qHTS Assay for Inhibitors of Tyrosyl-DNA Phosphodiesterase (TDP1). recombinant TDP1, AlphaScreen DNA substrate cleavage. 350,000 compounds, 0.28% hits. Potency, µM (titrated, usually from 130 µM), inactives show at the highest dose activity change, negative = inhibition, most hits filed as inhibitors. AID 485290, 2010. Tyrosyl-DNA phosphodiesterase 1 (Homo sapiens), Q9NUW8; also: nearly all actives have a fitted effect of over 40% in size
# Target sequence (Q9NUW8 whole entry, looked up): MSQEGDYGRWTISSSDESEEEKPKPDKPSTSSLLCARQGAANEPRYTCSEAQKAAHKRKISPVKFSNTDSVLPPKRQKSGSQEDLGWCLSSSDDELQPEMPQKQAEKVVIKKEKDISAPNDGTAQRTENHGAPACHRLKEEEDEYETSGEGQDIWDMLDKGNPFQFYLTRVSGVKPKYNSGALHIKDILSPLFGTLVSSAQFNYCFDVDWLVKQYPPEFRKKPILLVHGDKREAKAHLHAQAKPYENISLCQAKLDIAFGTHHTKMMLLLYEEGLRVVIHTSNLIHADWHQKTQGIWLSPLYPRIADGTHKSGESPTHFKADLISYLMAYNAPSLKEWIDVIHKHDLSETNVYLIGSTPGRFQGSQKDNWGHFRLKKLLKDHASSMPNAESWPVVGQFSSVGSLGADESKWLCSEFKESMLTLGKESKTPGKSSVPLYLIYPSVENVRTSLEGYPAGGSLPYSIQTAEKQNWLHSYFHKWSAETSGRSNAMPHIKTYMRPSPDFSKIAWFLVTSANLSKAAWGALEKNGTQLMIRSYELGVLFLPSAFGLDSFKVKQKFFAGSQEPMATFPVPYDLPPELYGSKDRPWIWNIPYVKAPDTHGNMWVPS
#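 Enzyme-compound mixtures sat 15 min at room temperature, followed by a 5 min reaction with 15 nM final substrate and 10 min with AlphaScreen beads. Recombinant human Tdp1 was used at 1 nM final.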
# N370S GC mod: qHTS Assay for Inhibitors and Activators of N370S glucocerebrosidase as a Potential Chaperone Treatment of Gaucher Disease; Lysosomal acid glucosylceramidase (Homo sapiens), P04062; N370S GC spleen homogenate, 4MU-glucoside fluorescence; 330,000 compounds, 0.092% hits; Potency, µM (top dose mostly 59.4 µM), for inactives: at the highest dose activity change, negative = inhibition, most hits filed as inhibitors;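 also: 0% = full enzyme activity and -100% = no enzyme basal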
# An asterisk follows results filed as active; u = inconclusive; x = no result given; & = joins results of further samples; [ ] = another dose, or the depositor's remark. Calls follow the shape of the dose curve; as a rule, active = well fitted curve in the direction sought with a large enough effect; inconclusive = small, poorly fitted or top-dose-only effect, or another doubt; inactive = no such curve, though single readings can be large; an effect the other way counts as inactive or inconclusive. Unless noted, % is scaled to controls: 0 for no effect and ±100 for the full control effect; potency is read from the fitted curve at half-maximal effect. A portion of the library; count on the stated rates, not on these rows.
SMILES,TDP1 cell noCPT,TDP1 block,N370S GC mod
CCOc1ccc(-n2ccnc(SCC(=O)NC3CCCC3)c2=O)cc1,u,-9%[0.505 µM],-13%
O=C(CCSc1nc2ccccc2s1)N/N=C/c1c(O)ccc2ccccc12,3.7µM*,6%,7%
CC(C)CN(C(=O)CN1CCN(S(=O)(=O)c2ccccc2)CC1)c1c(N)n(CC(C)C)c(=O)[nH]c1=O,8%,-2%,3%
O=c1cc(CO)oc(C(Nc2ccccn2)c2ccc(F)cc2)c1O (stereo not drawn),-5%,1%,1%
COC(=O)c1ccc(C(/C=C/[C@@H](C)C(=O)N(C)Cc2ccccc2)NC(=O)OCc2ccccc2)cc1 (stereo partly drawn),x,4%,0%
CC(Oc1ccc2c3c(c(=O)oc2c1)CCC3)C(=O)NC1CCN(Cc2ccccc2)CC1 (stereo not drawn),u,3%,-4%
Cn1c(N)c(C(=O)COC(=O)c2cc(-c3ccco3)nc3ccccc23)c(=O)n(C)c1=O,16µM*,-5%,-3%&-3%
CC(C)(Cc1cccc(CC(C)(C)C(=O)O)c1)C(=O)O,-1%,x,-5%
CCOC(=O)c1ccc(NC(=O)CCC(=O)OC)cc1,-14%,3%,4%
Cc1cccc2nc3ccccc3nc12,13%,6%,10%
Cc1ccc(CNC(=O)C2CCN(Cc3nc(-c4ccccc4C)oc3C)CC2)cc1,u,5%,x
CC1CCCCC1NC(=O)CCN1C(=O)C2C3C=CC(C3)C2C1=O (stereo not drawn),-5%,2%,-11%
Cc1cc(NC(=O)/C=C/c2ccccc2)c(C(C)C)cc1O,-13%,8%,14%
Cc1cccc(N2CCN(C(=O)C3CCN(S(=O)(=O)c4cccs4)CC3)CC2)c1C,15µM*,2%,x
Cc1c(Cl)cccc1NC(=O)Nc1cc(C(C)(C)C)nn1C,-12%,0%,2%
COC(=O)c1nn(-c2ccccc2)nc1-c1nn(-c2ccccc2)nc1C(=O)OC,16µM*,3%,4%
Cc1ccc(NC(=O)CSc2nnc(Cc3ccccc3)o2)c(C)c1,17%,0%,25%
CCCOc1ccccc1C1NC(=O)NC(C)=C1C(=O)OCCOC(C)C (stereo not drawn),u,10%,-2%
O=C(CCCn1c(=O)[nH]c2ccsc2c1=O)NC1CCCCC1,-3%,6%,-15%
CCOc1ccc(NC(=O)Cn2nnc(-c3ccccc3NC(=O)C3CC3)n2)cc1,-12%,3%,2%

# Taken from above:
# `O=c1cc(CO)oc(C(Nc2ccccn2)c2ccc(F)cc2)c1O` (stereo not drawn) in TDP1 cell noCPT is entered as -5%
# `CCOC(=O)c1ccc(NC(=O)CCC(=O)OC)cc1` in TDP1 block is entered as 3%
# `CCOc1ccc(-n2ccnc(SCC(=O)NC3CCCC3)c2=O)cc1` in N370S GC mod is entered as -13%
# `CC(C)(Cc1cccc(CC(C)(C)C(=O)O)c1)C(=O)O` in TDP1 cell noCPT is entered as -1%

# New compounds follow
SMILES,TDP1 cell noCPT,TDP1 block,N370S GC mod
CN1CCN(c2nc(-c3ccc(Br)cc3)nnc2-c2ccccc2)CC1,12µM*,6%,u
Cc1ccc(S(=O)(=O)NC(C(=O)N2CCOCCOCCOCC2)C(C)C)cc1 (stereo not drawn),-12%,0%[0.0935 µM],-3%
CC12CN3CC(C)(CN(C1)C3c1ccccc1F)C2 (stereo not drawn),12%,3%,-8%
NS(=O)(=O)c1ccc(CCNC(=O)c2cccc([N+](=O)[O-])c2)cc1,-1%,4%,4%
CC(C)[C@@H](N)C(=O)O,-14%,-6%,8%
Cc1cc(C(=O)CN2C(=O)C(=O)N(Cc3ccco3)C2=O)c(C)n1CCc1ccc(F)cc1,u,2%,x
N#Cc1c(F)cccc1N1CCC(C#N)CC1,-11%,-1%,3%
CC(C)CN(C(=O)CCCSc1nc2ccccc2[nH]1)c1c(N)n(Cc2ccccc2)c(=O)[nH]c1=O,-2%,0%,-13%
Cc1cccc(C(=O)OCC(=O)NCCNC(=O)COC(=O)c2cccc(C)c2C)c1C,1%,2%,1%
Cc1ccc2c(=O)cc(C(=O)Nc3c(C(=O)c4ccccc4)oc4ccccc34)oc2c1,2%,5%,x
COc1ccc(-c2csc(N3CCSCC3)n2)cc1,-4%,x,-1%
CN(C)S(=O)(=O)c1ccc(N2CCCC2)c(C(=O)Nc2nc(-c3ccc(F)cc3)cs2)c1,-25%,5%,9%
CCC(C(=O)N1CCN(c2cc(Cl)ccc2C)CC1)n1nc(C)n2c(cc3occc32)c1=O (stereo not drawn),15µM*,8%,x
O=C(O)c1ccc(S(=O)(=O)Nc2ccc(O)c(Sc3nc4ccccc4s3)c2)cc1,-1%,-10%,0%
C/C(=N\O)C1(C)N(O)C(C)(C)C(c2ccc(F)cc2)=[N+]1[O-] (stereo not drawn),9%,-8%,7%
CC(C)c1ccc(NC(=O)C2CC(=O)N(C3CCCC3)C2)cc1 (stereo not drawn),-11%,14%,2%
CCc1ccc(NC(=O)C(C)OC(=O)c2cccc(S(=O)(=O)N3CCc4ccccc4C3)c2)cc1 (stereo not drawn),u,5%,17%
Cc1ccc(Cl)cc1NC(=S)N(Cc1ccco1)C(C)c1cccs1 (stereo not drawn),u,5%,24%
Cc1cc(C(=O)Nc2nc(C)c(C(=O)N(C)C)s2)ccc1[N+](=O)[O-],-20%,-3%,1%
Cc1cc(Cl)c2oc(C(=O)NCC(C)(C)N3CCOCC3)c(C)c2c1,u,1%,2%
OC(COc1ccc(Cl)cc1)CSc1ccccn1 (stereo not drawn),u,-3%,-4%
CCOc1ccc(OCCOCCN2CCc3ccccc3C2)cc1,-16%,-1%,2%
C=COCCNC(=O)Nc1ccc(Cl)cc1Cl,-16%,9%,15%
CCc1ccc(NC(=O)CCC(=O)c2ccc(C)cc2)cc1,-8%,x,-7%
CC1=C(C)CC(C(=O)Nc2nc(-c3ccc(C)cc3C)c(C)s2)C(C(=O)O)C1 (stereo not drawn),-17%,3%,-18%
CC(=O)c1cccc(OCC(=O)Nc2cc(S(=O)(=O)N3CCOCC3)ccc2N2CCCC2)c1,-4%,3%,-11%
N#Cc1cccc(NC(=O)N2CCC3(CC2)CCN(C(=O)c2ccco2)CC3)c1,u,x,2%
Cc1csc(N2CCN(c3cc4nc(-c5ccncc5)[nH]c4cc3Cl)CC2)n1,u,x,-16%
O=C(Nc1ccccc1C(=O)OC1CCOC1=O)c1ccco1 (stereo not drawn),-24%,5%,3%
Cc1ccccc1Br,x,12%,13%
O=C(NC1CCCC1)c1ccc2c(c1)N(Cc1c(F)cccc1Cl)C(=O)c1ccccc1S2,16µM*,0%,x
COc1ccc(C2CC(c3ccc(OC)cc3)n3nc(NC(=O)c4ccco4)nc3N2)cc1 (stereo not drawn),-16%,6%,-4%
CCOc1ncccc1C(=O)NNC(=O)c1cccc(S(=O)(=O)N2CCOCC2)c1,-14%,1%,x
C[C@@H]1C=C(C(=O)N2CCN(Cc3ccccc3)CC2)O[C@H](OCc2ccc(CO)cc2)C1,-4%,6%,16%
COc1cc(C(=O)NC(C)c2ccccc2)ccc1OCC(=O)N1CCOCC1 (stereo not drawn),0%,0%,x
CCc1nnc(NC(=O)CCC(=O)N2CCN(c3cc(C)ccc3C)CC2)s1,-8%,-2%,-28%
CCc1ccc(Cn2c(CNS(=O)(=O)c3ccc(C)c(C)c3)nc3cccnc32)cc1,u,7%,x
COc1ccc(CNc2cccc(F)c2)cc1Br,-27%,-4%,1%
Cc1csc(NC(=O)c2ccccc2O)n1,-26%,7%,24%
CN1CCC(N(C)C(=S)Nc2ccc(F)cc2)CC1,-23%,0%,-1%

# An excerpt from above in order of formula weight, rising.
SMILES,TDP1 cell noCPT,TDP1 block,N370S GC mod
COc1ccc(CNc2cccc(F)c2)cc1Br,-27%,-4%,1%
N#Cc1cccc(NC(=O)N2CCC3(CC2)CCN(C(=O)c2ccco2)CC3)c1,u,x,2%
CC1=C(C)CC(C(=O)Nc2nc(-c3ccc(C)cc3C)c(C)s2)C(C(=O)O)C1 (stereo not drawn),-17%,3%,-18%
COc1ccc(C2CC(c3ccc(OC)cc3)n3nc(NC(=O)c4ccco4)nc3N2)cc1 (stereo not drawn),-16%,6%,-4%
CC(=O)c1cccc(OCC(=O)Nc2cc(S(=O)(=O)N3CCOCC3)ccc2N2CCCC2)c1,-4%,3%,-11%

# Continuation:
SMILES,TDP1 cell noCPT,TDP1 block,N370S GC mod
Cc1ccc(NC(=O)C2C3/C=C\CCCCC32)cc1C (stereo not drawn),-24%,2%,9%
CCN(CC(=O)NCc1ccc(Cl)cc1)Cc1cc(=O)n2ccsc2n1,-25%,3%,-4%
O=C(NCCN1CCOCC1)Nc1ccc(Cl)cc1Cl,-15%,3%,-20%
Oc1c(C(c2ccccn2)N2CCC(Cc3ccccc3)CC2)cc(Cl)c2cccnc12 (stereo not drawn),2.9µM*,11%,-16%
COc1ccc(N2C(=O)CC(C#N)=C2N)cc1,0%,8%,3%
O=C(COc1ccc([N+](=O)[O-])cc1Cl)NCC1CCCO1 (stereo not drawn),2%,-5%,-1%
O=C(N/C(=C\c1cccc([N+](=O)[O-])c1)C(=O)N(CCO)CCO)c1ccco1,1%,0%,-3%
CC1CCCCN1CC(=O)NCc1ccc2c(c1)OCO2 (stereo not drawn),-10%,5%,-3%
Cc1cccc(C)c1N1CCN(c2ccc3nnc(C(F)(F)F)n3n2)CC1,21µM*,7%,-17%
CCOC(=O)COc1ccc(CC)cc1C(=O)c1ccn2nc(-c3ccccc3)cc2n1,23µM*,-1%,x
O=Cc1cccc(OC(=O)/C=C/c2ccco2)c1,-17%,x,3%
Cc1nc2ccn(Cc3cccs3)c(=O)c2cc1C(=O)N1CCN(c2ccc(F)cc2)CC1,u,-1%,x
O=C(COC(=O)c1cc(-c2cccc3ccccc23)nc2ccccc12)NC1CCS(=O)(=O)C1 (stereo not drawn),-22%,-3%,7%
CCOC(=O)COc1cc2oc(=O)cc(C)c2cc1[N+](=O)[O-],-8%,5%,3%
Cc1cc(C)nc(SCc2nnc(SCC(N)=O)n2Cc2ccco2)n1,6%,0%,7%
O=C(COC(=O)/C=C/c1cnc2ccccc2n1)NCC(F)(F)F,-1%,7%,5%
C=CCNC(=S)NNC(=O)c1csc(C)c1C,-24%,1%,5%
CCc1cccc(CC)c1NC(=O)c1cccc(NC(=O)c2ccccc2)c1,u,2%,1%
Cc1cc(NC(=O)c2cc(F)c(F)cc2Cl)no1,19%,1%,-16%
Cc1cccc2sc(N(CCCN(C)C)C(=O)COc3ccc(Cl)cc3)nc12,u,6%,-9%

# Profiles from above.
# Profile of CCc1cccc(CC)c1NC(=O)c1cccc(NC(=O)c2ccccc2)c1 : TDP1 cell noCPT = u; TDP1 block = 2%; N370S GC mod = 1%
# Profile of C=CCNC(=S)NNC(=O)c1csc(C)c1C : TDP1 cell noCPT = -24%; TDP1 block = 1%; N370S GC mod = 5%

# (further entries)
SMILES,TDP1 cell noCPT,TDP1 block,N370S GC mod
CN(C)CCNC(=O)C(=O)NCC(c1ccc2c(c1)OCO2)N1CCN(c2ccc(F)cc2)CC1 (stereo not drawn),3%,4%,-4%
Fc1ccc2c(c1)/C(=N/Nc1ccccn1)CCS2,-23%,6%,-1%
Cc1ccccc1Nc1c(-c2cccc(N(C)C)c2)nc2ccc(Br)cn12,23µM*,10%,x
CCOC(=O)CCC(NC(=O)CCCCC(=O)NC(CCC(=O)OCC)C(=O)OCC)C(=O)OCC (stereo not drawn),12%,0%,1%
CC1CC(C)(C)CC2(C1)NC(=O)N(CC(=O)N1CCN(Cc3ccc(C#N)cc3)CC1)C2=O (stereo not drawn),5.2µM*,-1%,-4%
COC(=O)c1cc(N=C(N)N=C(N)N)cc(C(=O)OC)c1,0%,x,-2%
C[C@@H]1CN([C@@H](C)CO)C(=O)Cc2cc(NS(=O)(=O)c3cn(C)cn3)ccc2O[C@@H]1CN(C)C(=O)Nc1ccccc1,-19%,0%,x
O=C(c1ccco1)N1CCN(S(=O)(=O)c2ccc3c(c2)CCN3C(=O)C2CC2)CC1,u,6%,-7%
Cc1ccc(S(=O)(=O)N(C)C)cc1NC(=O)CN1CCCC1,9%,x,0%
CN(C)NC(=O)c1cccc(Cl)c1,0%,0%,1%
Cc1noc(C)c1COc1ccc(C(=O)NNC(=O)c2ccccc2F)cc1,1.5µM*,0%,x
Cc1ccc2oc(=O)c3c4cc(O)c(O)cc4oc3c2c1,x,4%,3%
O=C(CSc1nnc(Cc2cc(=O)[nH]c(=O)[nH]2)n1-c1ccccc1)N1CCCC1,-1%,0%,4%
O=C(Nc1ccncc1)c1ccc(Cl)c(Cl)c1,12µM*,2%,-9%
CC(=O)Nc1ccc(S(=O)(=O)N(C)CC(=O)N2CCN(C(=O)c3ccco3)CC2)cc1,13%,0%,x
CCCCN(CCCNC(=O)c1cc(Nc2ccc(OC)cc2)nc2ccccc12)Cc1ccccc1,16µM*,-2%,x
C[C@H]1NC(=O)[C@@]2(C)[C@@H](c3ccccc3)[C@H]3COc4ccccc4[C@H]3N2C1=O,-11%,0%,x
